VIM-2 inh: VIM-2 metallo-beta-lactamase inhibitors, primary screen, biochemical, epi-absorbance readout, Pseudomonas aeruginosa enzyme; purified VIM-2, nitrocefin hydrolysis, epi-absorbance fluorescence; inhibition, % at 5.6 µM; 290,000 tested, 0.89% active; AID 1527, 2009;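 active = inhibition above the mean of all tested compounds plus 3 SD, cutoff set per screening run, cut at about 7.5% in these data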;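 also: red hydrolysis product quenches plate fluorescence so inhibitors raise well fluorescence; 0% = enzyme with DMSO and 100% = DMSO without enzyme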
SUMO HTRF inh: inhibitors of in vitro SUMOylation cascade, primary screen, biochemical, HTRF, uHTS. SUMO-conjugating enzyme UBC9 (Homo sapiens), P63279. HTRF SUMOylation assay, SAE1/SAE2 + UBC9. inhibition, % at 35 µM. 290,000 tested, 0.36% active; in the data active = inhibition above about 50%, passing the limit was not always enough; also: strong numbers were not always called active
Target sequence (P63279 whole entry, looked up): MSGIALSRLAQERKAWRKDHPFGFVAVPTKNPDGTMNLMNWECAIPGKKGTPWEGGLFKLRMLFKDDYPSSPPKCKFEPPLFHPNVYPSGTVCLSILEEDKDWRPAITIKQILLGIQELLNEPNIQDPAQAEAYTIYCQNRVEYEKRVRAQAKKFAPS
MEKK2wt PB1 HTS: modulators of MEK5 binding to wildtype MEKK2, primary screen, biochemical, multiplex bead flow cytometry, Alexa488-MEK5 | Mitogen-activated protein kinase kinase kinase 2 (Homo sapiens), Q9Y2U5 | Alexa488-MEK5 binding to MEKK2 WT; actives lie on both sides | binding response (% of control), % at 10 µM | 290,000 tested, 1.1% active | AID 1531, 2009; in the data active = binding response below about 67% or above about 130%
M18AAP inhibitor: PfM18AAP inhibitors, malaria aminopeptidase, primary screen, biochemical, QFRET, recombinant enzyme | M18 aspartyl aminopeptidase (Plasmodium falciparum 3D7) | AID 1822, 2009 | inhibition, % at 7.35 µM | 290,000 tested, 1.2% active | H-Glu-NHMec fluorogenic cleavage;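 active = inhibition above the campaign mean inhibition over all tested compounds plus 3 SD, cut at about 28% in these data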;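 also: 0% = plate median of test compound wells and 100% = 2 mM ZnCl2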
IMP-1 inh: IMP-1 metallo-beta-lactamase inhibitors, primary screen, biochemical, epi-absorbance readout, Pseudomonas aeruginosa enzyme. metallo-beta-lactamase IMP-1 (Pseudomonas aeruginosa). purified IMP-1, nitrocefin hydrolysis, epi-absorbance fluorescence. inhibition, % at 5.6 µM. 290,000 tested, 0.45% active;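 active = inhibition above the mean plus 3 SD of all compounds in the same screening run, cut at about 4.5% in these data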;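 also: 0% = IMP-1 with DMSO and 100% = DMSO wells lacking enzyme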
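System: purified recombinant IMP-1 beta-lactamase. Medium: Zinc- and detergent-supplemented HEPES buffer, pH 7.1. Compound: one 5.6 µM dose […]. Schedule: 15 min preincubation plus 25 min reaction at 25 °C. Technique: Epi-absorbance fluorescence, 480 nm excitation, 530 nm emission.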
NALP1 yeast inh: NALP1 inflammasome inhibitors in reconstituted yeast, colorimetric, S. cerevisiae, triplicate retest. inhibition, % at 10 µM. 280,000 tested, 0.61% active. S. cerevisiae NALP1/ASC/caspase-1 growth, X-gal OD620, 72 h; in the data active = inhibition mostly above about 24%, no sharp cut-off; inactive = mostly below about 32%; also: some compounds called inactive have numbers as strong as hits
HCV NS3 hel inh: inhibitors of HCV NS3 helicase, primary screen, biochemical, Cy5 molecular beacon fluorescence; Hepatitis C virus NS3 helicase; NS3 helicase DNA unwinding; inhibition, % at 10.9 µM; 290,000 tested, 0.56% active;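 active = inhibition above the mean of all tested compounds plus 3 SD, set per campaign, cut at about 35% in these data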;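 also: 0% = DMSO wells and 100% = thioflavine S control wells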
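Assay system – hepatitis C virus NS3 helicase domain fragment enzyme · Buffer or medium – MOPS pH 6.5, MgCl2, DTT, Tween20, BSA · Reagent – Cy5/quencher beacon DNA duplex and ATP to start · Compound – single 10.9 µM dose · Timing – 1 h at 25 °C · Technique – Cy5 beacon fluorescence read at start and 1 h · Measure – % inhibition of unwinding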
MEKK2mut PB1 HTS: MEK5 binding signal on mutant MEKK2 PB1, primary screen, biochemical, multiplex bead flow cytometry, Alexa488-MEK5; 290,000 tested, 0.35% active; Alexa488-MEK5 binding to MEKK2 mutant; AID 1530, 2009; percent response, % at 10 µM; in the data active = percent response above about 24%, passing the limit was not always enough; also: inactives centre near 1; some results filed as inactive read as strong as hits; reference of the scale not given here
DNA FID counter: compounds displacing fluorescent DNA intercalator, primary screen, artefact control for HCV NS3 helicase inhibitor project, biochemical, FID fluorescence; DNA fluorescent intercalator displacement; inhibition, % at 7.9 µM; 290,000 tested, 0.17% active; AID 1845, 2009; in the data active = inhibition above about 37%;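 also: 0% = vehicle and 100% = reference compound; higher means more ethidium bromide displaced from hairpin DNA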
* = called active by the depositor; / = not tested or not shown.

mol,VIM-2 inh,SUMO HTRF inh,MEKK2wt PB1 HTS,M18AAP inhibitor,IMP-1 inh,NALP1 yeast inh,HCV NS3 hel inh,MEKK2mut PB1 HTS,DNA FID counter
O=C(NCc1ccc(Cl)cc1)NCC(F)(F)F,-2.1,-5,103,-6,-0.7,31,13,-2,-2
O=C(O/N=C/c1cccc([N+](=O)[O-])c1)C1CC1,-2.9,3,110,4,-1.9,40,7,9,2
Nc1ccc(Cl)cc1/C(=N/O)c1ccccc1,-1.1,-14,100,-2,-3.7,0,4,2,-3
C=CCNC(=S)Nc1ccc2nc(C)c(C)nc2c1,3.1,-12,100,-12,0.5,13,3,-7,1
COC(=O)c1ccc(NC(=O)C(OC)c2ccccc2)cc1 (stereo not drawn),1.5,-2,104,-8,-1.4,21,-6,1,-3
O=C(Nc1cccc(Cl)c1)N1CCSc2cc(Cl)ccc21,-1.3,-24,94,1,-1.4,-3,0,-6,0
O=C(Nc1ccc(Cc2ccncc2)cc1)c1ccc(S(=O)(=O)N2CCOCC2)cc1,-1.5,-10,104,2,-2.1,7,-7,2,-18
O=C(Nc1ccc(F)cc1)NC1CCN(Cc2ccccc2)CC1,-2.4,6,117,0,-1.4,4,14,6,10
Cc1ccc(NC(=O)C2CCN(c3ncnc4c3nc3n4CCCCC3)CC2)cc1Cl,-0.7,11,98,5,-0.9,36,14,1,-36
C=CCCN(Cc1ccccc1)S(=O)(=O)c1ccccc1Br,/,-7,87,/,/,5,/,3,/
COC(c1ccc(Cl)cc1)(c1ccc(Cl)cc1)C(Oc1nc(C)cc(C)n1)C(=O)O (stereo not drawn),-0.1,3,101,1,-4.3,4,37*,4,-29
O=C(N/N=C/c1c(Cl)cccc1Cl)C(=O)NC1CC1,-2.8,2,96,-1,-3.7,8,4,-1,-3
CC(C)COc1ccc(C(=O)N/C(=C\c2cccc([N+](=O)[O-])c2)C(=O)O)cc1,-0.3,16,103,-2,-1.3,1,19,2,-20
CCOC(=O)CSc1nc2ccccc2c(=O)n1CC1COc2ccccc2O1 (stereo not drawn),-1.9,-1,99,-2,-3.9,5,1,1,9
C=C1Cn2c(nnc2-c2ccc(Cl)cc2)S1,0.1,10,91,9,-2.4,-15,-2,-11,0
Cc1ccc(C)c(NC(=O)c2ccccc2Sc2ccc([N+](=O)[O-])cc2Cl)c1,-4.6,3,103,2,-1.8,19,1,-1,2
O=C(CCS(=O)(=O)c1ccc(Br)cc1)Nc1ccc2c(c1)OCO2,-3.0,-13,95,4,-2.5,13,2,2,-8
Cc1noc(C)c1S(=O)(=O)Nc1ccc(C(=O)N2CCN(c3ccc(Cl)cc3)CC2)cc1,-0.9,2,/,-4,-2.7,9,5,/,0
CCc1c(C(=O)N/N=C/c2ccc(C)o2)csc1C,-1.3,15,95,-3,0.4,-2,-1,1,-4
COc1ccc(CCNCC2C(Oc3ccc(Cl)cc3)C(=O)N2c2ccccc2C)cc1OC (stereo not drawn),-2.7,-49,155*,-2,-1.6,-2,-63,32,19

Printed as active in HCV NS3 hel inh, of those listed so far:
structure | VIM-2 inh | SUMO HTRF inh | MEKK2wt PB1 HTS | M18AAP inhibitor | IMP-1 inh | NALP1 yeast inh | HCV NS3 hel inh | MEKK2mut PB1 HTS
COC(c1ccc(Cl)cc1)(c1ccc(Cl)cc1)C(Oc1nc(C)cc(C)n1)C(=O)O (stereo not drawn) | -0.1 | 3 | 101 | 1 | -4.3 | 4 | 37* | 4

Additional records
mol,VIM-2 inh,SUMO HTRF inh,MEKK2wt PB1 HTS,M18AAP inhibitor,IMP-1 inh,NALP1 yeast inh,HCV NS3 hel inh,MEKK2mut PB1 HTS,DNA FID counter
Cc1cccc(C)c1NC(=S)/N=C/N(C)C,-3.0,-1,99,5,-1.4,10,-6,1,-1
CCN(CC)c1nc(Nc2ccccc2)nc(Oc2ccc(=O)n(C)n2)n1,1.6,2,93,1,-0.1,4,-2,1,-13
COC(=O)c1ccccc1S(=O)c1snnc1C (stereo not drawn),-1.1,6,98,-3,-2.8,-1,3,2,-2
CCn1c(SCC(=O)N2CCCCC2C)nc2c1c(=O)n(C)c(=O)n2C (stereo not drawn),-0.2,8,98,-10,-3.2,2,-8,4,-29
COc1ccccc1N(C(=O)c1snc(C(N)=O)c1N)C(C(=O)NC1CCCC1)c1ccco1 (stereo not drawn),-0.9,-15,94,-2,-0.9,11,-4,-4,-29
Cc1nc(CNC(=O)CC2C(=O)NCCN2Cc2ccc(F)cc2)cs1 (stereo not drawn),-3.0,2,108,7,-3.5,3,0,8,-13
COc1ccc(C(c2c(C)[nH][nH]c2=O)c2c(C)[nH][nH]c2=O)cc1Br,-3.6,3,103,36*,-3.9,17,-11,15,-10
CCC(=O)Nc1ccc(Nc2nc(Cl)nc(Nc3ccc(NC(=O)CC)cc3)n2)cc1,0.4,23,95,-1,-1.6,-1,-2,-3,-21
COc1cc(NC(=S)N2CCN(C(c3ccccc3)c3ccccc3)CC2)cc(OC)c1,-3.4,-10,108,3,-2.8,19,-28,3,4
O=c1nc(SCc2ccccc2Cl)nc(-c2ccc(Cl)cc2)[nH]1,-4.5,12,96,1,-3.2,/,8,-1,-1

Nothing new here: two of the compounds above.
mol,VIM-2 inh,SUMO HTRF inh,MEKK2wt PB1 HTS,M18AAP inhibitor,IMP-1 inh,NALP1 yeast inh,HCV NS3 hel inh,MEKK2mut PB1 HTS,DNA FID counter
Cc1cccc(C)c1NC(=S)/N=C/N(C)C,-3.0,-1,99,5,-1.4,10,-6,1,-1
CCN(CC)c1nc(Nc2ccccc2)nc(Oc2ccc(=O)n(C)n2)n1,1.6,2,93,1,-0.1,4,-2,1,-13

New compounds follow.
mol,VIM-2 inh,SUMO HTRF inh,MEKK2wt PB1 HTS,M18AAP inhibitor,IMP-1 inh,NALP1 yeast inh,HCV NS3 hel inh,MEKK2mut PB1 HTS,DNA FID counter
COc1ccc(C(=O)NCCCc2nc3ccccc3n2Cc2cc(C)ccc2C)cc1OC,-1.3,-7,95,1,1.2,33,-15,5,-36
O=C(O)/C=C/C(=O)N1CCN(c2ccc(F)cc2)CC1,-4.0,15,99,-1,-3.0,17,16,-6,2
COc1ccc(NS(=O)(=O)c2ccc(O)c(C(=O)OCC(=O)NC(C)C3CC4CCC3C4)c2)cc1 (stereo not drawn),-1.0,-27,95,2,-1.6,-14,5,-2,-9
O=C(CN1CCN(S(=O)(=O)c2ccc(F)cc2)CC1)Nc1ccc2c(c1)OCCO2,-0.6,0,94,-10,-3.1,2,-4,-4,-27
CCC(C(=O)c1ccccc1)N(C(=O)c1ccccc1Cl)N1C(=O)C2C3C=CC(C3)C2C1=O (stereo not drawn),0.9,0,/,2,-1.4,6,-10,/,-21
COc1ccc2c(=O)c(C(=O)NCc3ccccc3)c[nH]c2c1,2.1,-4,99,10,0.8,7,0,0,6
COc1ccc(NC(=O)c2cn(-c3ccccc3)nc2SC)cc1,-2.0,-7,99,8,-3.5,-9,-2,-6,-17
CCc1ccc(NC2=NCC(=O)N2c2ccc3c(c2)OCCO3)cc1,-3.2,3,107,1,-4.1,-77,-16,8,-4
CCC(CC)c1nnc(NC(=O)Oc2ccccc2)s1,-5.3,-5,97,-4,-4.3,-5,10,0,2
COc1ccc(C2(C)NC(=O)N(CC(=O)NCc3ccccc3)C2=O)cc1OC (stereo not drawn),-2.5,-9,96,-7,-0.9,4,3,-7,-11
Cc1oc2c(c(C)cc3oc(=O)c(CC(=O)NCC(=O)NCC(=O)O)c(C)c32)c1C,0.6,53*,97,-1,-2.5,0,9,7,-34
O=C(NC(=S)Nc1cccc(Cl)c1N1CCCC1)c1ccc(-c2cccc([N+](=O)[O-])c2)o1,-2.9,10,100,2,-0.7,27,0,7,0
Cc1ccc(C(=O)N/C(=C\c2cn(C)c3ccccc23)C(=O)NCCCN2CCOCC2)cc1,-0.6,4,100,2,2.3,20,-19,-1,20
Cc1ccc(S(=O)(=O)N(C)c2ccccc2C(=O)Nc2ccc3c(c2)OCCO3)cc1,-3.2,4,110,-3,-3.0,-8,-3,10,-34
CCOC(=O)C1(Cc2ccccc2C)CCCN(Cc2ccc(NC(C)=O)cc2)C1 (stereo not drawn),1.1,-1,63,3,0.5,4,19,-28,15
CC(C)CC(=O)Nc1ccc(N2CCN(S(C)(=O)=O)CC2)cc1,-1.2,-2,97,4,-0.6,25,-11,-4,5
Cn1cc(S(=O)(=O)Nc2ccc(F)c(Cl)c2)c(=O)n(C)c1=O,-3.2,12,95,-13,-3.9,-13,-18,0,-5
NC(=O)c1nn(Cc2ccccc2)c(=O)c2ccccc12,-4.2,24,104,3,-4.3,-1,3,4,0
C=CCNC(=S)N/N=C/c1ccc(-c2cc(Cl)ccc2Cl)o1,-4.2,40,101,-6,-4.0,4,7,4,1
CN1CC(=O)N(CC(=O)Nc2ccc(SC(F)F)cc2)C1=O,-1.8,-6,96,-1,-2.4,-7,-6,-10,11
COc1ccc(C(=O)Nc2cc3c(cc2C(=O)O)OCCCO3)c(OC)c1,-1.4,8,101,-7,-0.4,13,6,0,-26
Cc1ccc2c(C(=O)CN3CCN(c4ccccc4)CC3)c(C)[nH]c2c1,-2.2,-22,93,-6,-2.9,23,-7,-8,3
CC1CCN(S(=O)(=O)c2cccc(C(=O)NCC3CCCO3)c2)CC1 (stereo not drawn),-4.0,2,96,4,-4.0,-2,3,-1,-28
CS(=O)(=O)CCC(C(=O)n1nnc2ccccc21)N1C(=O)c2ccccc2C1=O (stereo not drawn),-1.3,7,133,-9,-1.2,-6,9,14,3
CC(Oc1ccccc1)C(=O)NC1CCN(Cc2ccccc2)CC1 (stereo not drawn),1.3,2,108,4,-4.1,-2,-2,5,4
Cc1cccc(CS(=O)(=O)Cc2ccc(C(=O)O)o2)c1,-2.3,16,101,5,-3.8,28,2,1,-2
CCOC(=O)c1ccc(Cl)c(S(=O)(=O)N2CCCC2)c1,-0.1,8,100,-13,-1.8,32,7,3,-7
O=C(CSc1nc2ccsc2c(=O)n1CC1CCC(C(=O)O)CC1)c1ccc(F)cc1 (stereo not drawn),-2.5,6,91,-6,-6.8,-30,11,-4,-24
COC(=O)c1cc(N=Nc2sc(N)nc2C)cc(C(=O)OC)c1,0.3,26,97,-6,2.2,/,14,2,-6
C#CCNC(=O)C1=C[C@@H](C2CCCCC2)C[C@@H](OCCCCO)O1,-0.6,3,94,-11,-0.3,3,3,4,-29
O=Cc1ccc(OCC(=O)NCC2CCCO2)cc1 (stereo not drawn),-1.4,21,95,-15,-1.5,12,-15,-4,-4
COc1ccc(NC(=O)CCN2CCOCC2)c(OC)c1,-0.6,6,88,-3,-4.0,10,-2,-11,10
CCN(CC)S(=O)(=O)c1ccc(C(=O)Nc2ccc3c(c2)OCO3)cc1,-1.1,22,100,-7,-2.9,2,5,3,-7

Rows are unselected; overall some 4.7% were active at least once.
